# Compound activity from PubChem BioAssay.
# Casp6 inh – human caspase-6 inhibitors, primary screen, biochemical, VEID-R110 fluorescence, single point, set 2; P55212; AID 686996, 2013; purified caspase-6, Z-VEID-R110 cleavage fluorescence; 350,000 tested, 0.53% active; inhibition, % at 12.5 µM;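 active = mean inhibition across replicates at least about 35%, with every replicate also reaching that limit, limit read from the data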;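 note: 0% = median of neutral control wells and 100% = no fluorescence left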
# Target sequence (P55212 24-179 limits assumed): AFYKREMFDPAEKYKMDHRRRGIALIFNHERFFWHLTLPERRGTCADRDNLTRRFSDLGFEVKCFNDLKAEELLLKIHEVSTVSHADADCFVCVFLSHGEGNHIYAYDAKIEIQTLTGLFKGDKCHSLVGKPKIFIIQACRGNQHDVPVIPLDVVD
# Target sequence (P55212 194-293 limits assumed): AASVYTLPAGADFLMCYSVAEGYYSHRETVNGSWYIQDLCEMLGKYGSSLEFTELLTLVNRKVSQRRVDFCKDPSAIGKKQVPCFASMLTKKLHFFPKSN
# esBAF inh – Bmi1 luciferase reporter increase in mESCs, primary screen, esBAF inhibitor project, mouse ES cells, Bmi1 luciferase knock-in, single point. 350,000 tested, 2% active. reporter increase, % at 12.5 µM. 24 h; 100% = twice the neutral-well signal; in the data active = activation above about 40%;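 note: 0% = median of the plate's neutral control wells and 100% = double that signal; a rise in the Bmi1 reporter signal indicates esBAF inhibition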
# PglD inh – C. jejuni PglD acetyltransferase inhibitors, primary screen, biochemical, DTNB colorimetric, single point; UDP-N-acetylbacillosamine N-acetyltransferase PglD (Campylobacter jejuni); purified PglD enzyme, DTNB colorimetric CoA detection; inhibition, % at 12.5 µM; 360,000 tested, 0.098% active; AID 602405, 2012; in the data active = inhibition above about 16%, passing the limit was not always enough; note: strong numbers were not always called active
# ERp5 block – inhibitors of ERp5-driven insulin aggregation, primary screen, biochemical, turbidity, absorbance 650 nm, single point | inhibition, % at 9.99 µM | Protein disulfide-isomerase A6 (Homo sapiens), Q15084 | 90 min | 350,000 tested, 0.05% active;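 active = mean replicate inhibition above about 25%, with every replicate also reaching it, limit read from the data, passing the limit was not always enough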
# RAD52 anneal inh – RAD52 DNA annealing inhibitors, primary screen, biochemical, FRET, single point, set 2; recombinant RAD52 DNA annealing, FRET fluorescence; 360,000 tested, 0.46% active; inhibition, % at 18.7 µM;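 active = every replicate showing at least 50% inhibition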
# Target sequence (P43351 whole entry, looked up): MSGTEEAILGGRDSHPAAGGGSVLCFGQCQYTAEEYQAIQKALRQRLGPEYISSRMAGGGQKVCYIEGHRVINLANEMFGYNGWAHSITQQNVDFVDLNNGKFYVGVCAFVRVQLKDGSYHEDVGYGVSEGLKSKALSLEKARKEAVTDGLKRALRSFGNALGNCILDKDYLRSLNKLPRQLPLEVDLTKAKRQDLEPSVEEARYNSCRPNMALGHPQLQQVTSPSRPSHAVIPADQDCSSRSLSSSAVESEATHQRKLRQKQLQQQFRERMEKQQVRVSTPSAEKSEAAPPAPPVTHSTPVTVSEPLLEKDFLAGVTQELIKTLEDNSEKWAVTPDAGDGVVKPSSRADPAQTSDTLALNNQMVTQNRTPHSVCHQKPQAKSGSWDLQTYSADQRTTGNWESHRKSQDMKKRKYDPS
# ARNT-TACC3 inh – disruptors of ARNT/TACC3 protein interaction, primary screen, biochemical, AlphaScreen, single concentration; AlphaScreen His-ARNT PAS-B/GST-TACC3 binding, luminescence; TACC3 fragment carries E629A point mutation; inhibition, % at 9.99 µM; Transforming acidic coiled-coil-containing protein 3 (Homo sapiens), Q9Y6A5; 390,000 tested, 0.66% active; AID 623870, 2012;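 active = mean inhibition of replicates at least 50% and at least half of replicates each reaching 50%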;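 note: 0% = complete ARNT plus TACC3 wells and 100% = ARNT alone without TACC3; many hits fall short of the cut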
# E-selectin induc – E-selectin induction in HUVECs, primary screen, imaging, HUVEC, immunofluorescence imaging, single point; normalized: neutral wells 0, TNF-alpha wells 100; AID 686992, 2013; activation, % at 7.58 µM; 260,000 tested, 0.37% active;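 active = mean E-selectin-positive cell signal at least 10% of the positive control, reached in at least 60% of replicates, without over 20% cell loss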;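 note: in these data hits start at about 27%; measured in HUVEC primary endothelial cells; signal is the percent of cells scored E-selectin positive by PE staining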
#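 Assay system: HUVEC, human umbilical vein endothelial cells / Amount: 3,000 HUVEC/well / Controls: TNF-alpha positive control, DMSO neutral control / Compound dosing: single concentration / Medium: EGM-2 over gelatin coat / Evaluation: percent E-selectin-positive cells / Signal: immunofluorescence imaging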
# RAD54 inh – inhibitors of human RAD54 branch migration, primary screen, biochemical, fluorescence, single point | DNA repair and recombination protein RAD54-like (Homo sapiens), Q92698 | RAD54 Holliday junction branch migration, FAM/BHQ fluorescence | inhibition, % at 10.4 µM | 360,000 tested, 0.14% active | AID 602329, 2012;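 active = mean normalized replicate activity at least 40 and at least half of replicates scoring 40 or more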;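 note: 0% = median of neutral control wells and 100% = median of positive control wells; inhibitors cause a drop in the FAM fluorescence signal; in these data hits start at about 50%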
# * = called active by the depositor; / = not tested or not shown; & = joins results of further samples.
SMILES,Casp6 inh,esBAF inh,PglD inh,ERp5 block,RAD52 anneal inh,ARNT-TACC3 inh,E-selectin induc,RAD54 inh
O=S(=O)(Oc1ccc(Cl)cc1)c1cccc2cccnc12,-0.4,/,-3.0,-1.8,-15.1,/,/,3.7
Cc1ccc(/C=C2/Sc3ccccc3N(CC(=O)NCCCOC(C)C)C2=O)cc1,/,26.1,-6.1,/,/,27.7,/,-2.3
c1ccc(-n2nnc(-c3nccs3)n2)cc1,-1.0,1.1,1.1,-4.9,-3.3,-3.7,0.3,1.2
Cc1n[nH]c(C)c1S(=O)(=O)N1CCCC(C(=O)NCC2COc3ccccc3O2)C1 (centres undefined),/,-3.7,3.4,/,/,0.9,/,-8.6
O=C(c1ccccn1)N1C[C@@H]2[C@H](c3ccccc31)[C@@H](CO)N2C(=O)Nc1ccccc1Cl,-1.3,3.1,-2.0,-2.8,-9.4,1.9,0.2,-10.7
CCCc1c(C(=O)N/N=C/c2cccs2)nnn1-c1nonc1N,3.6,3.7,1.5,-3.7,-5.0,-7.7,/,-8.8
O=C(c1cccc(F)c1)N1C[C@H]2[C@@H](c3ccccc31)[C@H](CO)N2C(=O)c1cccc(F)c1,-3.1,-4.6,5.0,1.5,8.7,-1.3,0.1,-2.6
CN1c2ccc(C3=CCCCC3)cc2[C@H]2[C@H](CCN2C(=O)C2CCC2)[C@@H]1CO,-1.6,/,/,5.2,23.2,/,0.1,/
CCC(=O)N1CC[C@@H]2[C@@H](CO)N(C)c3ccc(-c4ccc(C#N)cc4)cc3[C@@H]21,/,-10.0,-3.8,4.6,-24.1,-33.0,0.1,-1.4
O=C(COc1ccc(Br)cc1)OCc1nnc(-c2ccccc2)o1,/,-5.4,0.5,/,/,-1.8,/,-6.3
Cc1cc(C)c(S(=O)(=O)N2C[C@H]3CON(C)[C@H]3C[C@H]2c2ccc(-n3ccnc3)cc2)c(C)c1,-2.2,/,/,-0.8,-3.4,/,-0.1,/
Cc1ccn2c(=O)nc(SCC(=O)Nc3ccc4c(c3)OCO4)nc2c1,7.7,14.7,4.7,-1.8,-16.7,-2.6,/,-13.5
N#Cc1ccccc1S(=O)(=O)N1CCN(C(=O)C2CCCCC2)CC1,0.7,3.9,1.4,6.2,-8.7,/,-1.5,-0.4
CN(C)C(=O)C(OC(=O)c1ccc2ccccc2n1)c1ccccc1 (centres undefined),-2.0,0.1,-2.5,-0.1,-18.0,/,/,-11.5
O=C(c1ccco1)N1CCN(Cc2ccc(Cl)cc2)CC1,/,-3.5,0.8,/,/,-5.9,/,-7.6
CCOC(=O)Nc1nn(-c2ccc(C)cc2)c(=O)c(C#N)c1C,1.0,-3.7,-3.3,-3.4,-24.9,-5.3,2.8,2.7
Cc1ccc(NC(=O)CSc2nc(N)c(-c3ccccc3)c(=O)[nH]2)cc1Cl,0.1,/,/,-1.4,-6.5,-1.2,/,/
CSc1ccc(S(=O)(=O)N2CCC(C(=O)NCc3ccccn3)CC2)cc1,-6.2,-2.6,0.3,3.6,-17.3,25.5,0.0,5.5
Cc1c(NC(=O)c2ccccc2NC(=O)c2ccccc2)cccc1C(=O)O,1.1,-3.4,4.6,0.0,-12.1,36.9,/,2.2
O=C(CCc1ccccc1)NC(=S)Nc1ccc2c(c1)C(=O)OC2,-6.4,/,/,3.0,-10.2,-0.9,0.6,/
C[C@@H]1CN([C@@H](C)CO)C(=O)c2cc(NC(=O)C3CCCCC3)ccc2O[C@H]1CN(C)C,1.2,3.8,-1.4,14.4,-0.6,0.2,-0.2,6.2
COC1=C(N2CCOCC2)C(=O)c2ccccc2C1=O,12.0,-4.7,-1.3,2.9,96.8*,60.4*,0.2,3.8
CN1C(=O)Cc2cc(S(=O)(=O)N3CCN(c4cccc(C(F)(F)F)c4)CC3)ccc21,-3.1,-4.8,-4.5,2.9,-3.8,4.4,/,3.7
O=C(N1CCCCC1)N1CCN(C(=O)N(c2ccccc2)c2ccccc2)CC1,-2.5,-3.7,/,6.5,-4.5,8.3,/,/
O=S(=O)(Nc1ccc(N2CCCCC2)cc1)c1ccccc1F,3.4,/,8.2,1.0,-9.9,/,0.1,10.2
COCOCCn1cc(CN2CCS(=O)(=O)N(Cc3ccc(-c4ccc(Cl)cc4)cc3)C(CC(C)C)C2=O)nn1 (centres undefined),5.3,5.4,-1.6,-4.5,-5.2,/,0.0,-3.1
CCCCC1C(=O)N(c2ccccc2)N(c2ccc(O)cc2)C1=O (centres undefined),/,-19.5,1.2,5.4,-6.7,0.0,152.0*,4.4
O=S(=O)(Cc1nnnn1-c1ccc(Br)cc1)c1ccc(F)cc1,0.8,/,2.0,-7.5,12.8,-4.7,0.0,5.4
Cc1cc(S(=O)(=O)N2CCCC2)c(C)s1,/,-8.4,-2.9,/,/,-5.5,/,0.8
CCNC(=O)[C@H]1[C@H](CO)[C@H]2Cn3c(ccc(-c4ccccc4)c3=O)[C@H]2N1C(=O)C1CCC1,2.6,1.6,-0.4,-2.4,-17.1,1.8,0.0,-3.7
Cc1ccc(/C=N\NC(=O)CNC(=O)C23CC4CC(CC(C4)C2)C3)o1,-1.2,0.0,-5.9,1.4,-14.3,13.9,0.6,2.0
CC(=O)c1cc(C#N)c(N2CCCC2)nc1C,-0.7,/,/,10.0,-20.1,2.8,8.2,/
O=C(N[C@@H]1CC[C@H](CCNC(=O)C2CCCCC2)O[C@H]1CO)c1ccccn1,0.8,-1.3,-1.0,-0.1,9.5,/,0.0,-2.1
Cc1nc2cc(NC(=O)N3CC4(C)CC3CC(C)(C)C4)ccc2n1C (centres undefined),/,2.2,2.4,/,/,-5.0,/,-7.1
Cc1ccc(N2CCN(S(=O)(=O)c3c(C)nc4scc(C)n4c3=O)CC2)c(C)c1,1.4,2.6,-0.9,3.6,-12.3,3.7,/,-5.9
Cc1c(NC(=O)N(C)c2ccccc2)c(=O)n(-c2ccccc2)n1C,-1.0,2.3,-9.4,-1.1,21.9,-6.4,0.4,-5.5

# A run of entries from further up:
SMILES,Casp6 inh,esBAF inh,PglD inh,ERp5 block,RAD52 anneal inh,ARNT-TACC3 inh,E-selectin induc,RAD54 inh
Cc1nc2cc(NC(=O)N3CC4(C)CC3CC(C)(C)C4)ccc2n1C (centres undefined),/,2.2,2.4,/,/,-5.0,/,-7.1
Cc1ccc(N2CCN(S(=O)(=O)c3c(C)nc4scc(C)n4c3=O)CC2)c(C)c1,1.4,2.6,-0.9,3.6,-12.3,3.7,/,-5.9
Cc1c(NC(=O)N(C)c2ccccc2)c(=O)n(-c2ccccc2)n1C,-1.0,2.3,-9.4,-1.1,21.9,-6.4,0.4,-5.5

# Following part:
SMILES,Casp6 inh,esBAF inh,PglD inh,ERp5 block,RAD52 anneal inh,ARNT-TACC3 inh,E-selectin induc,RAD54 inh
O=C(O)c1ccc(-n2ncc3c2/C(=C/c2cccc([N+](=O)[O-])c2)CC3)cc1,6.5,/,/,-2.9,-7.6,2.9,0.3,/
CO[C@H]1CN(C)C(=O)c2cc(NS(=O)(=O)CC(F)(F)F)ccc2OC[C@@H](C)N(Cc2ccccn2)C[C@H]1C,-3.5,2.9,3.2,-1.4,4.3,22.3,-0.3,-10.7
CCCCn1c(CNC(C)=O)nc2ccccc21,-0.8,7.5,5.4,2.2,-5.5,-4.5,1.1,-6.4
Cc1ccc(-c2cc(N)n(Cc3ccc(Cl)cc3)n2)cc1,/,17.0,2.9,/,/,1.7,/,4.5
CO[C@@H]1CN(C)C(=O)c2ccc(NC(=O)Nc3cccc(F)c3)cc2OC[C@@H](C)N(C(=O)Nc2c(C)noc2C)C[C@@H]1C,0.3,/,/,2.5,6.8,/,0.3,/
Cc1sc(NC(=O)c2ccco2)c(CN2CCCCC2)c1C,/,3.9,2.3,/,/,6.6,/,-34.3
O=C(NNC(=O)c1cc(O)c(O)c(O)c1)NC1CCCCC1,/,-6.2,2.8,/,/,-7.0,/,3.7
N#Cc1c(-c2cccs2)nc(SCC(=O)c2ccc(Br)cc2)[nH]c1=O,24.7,15.1,-8.0,1.1,-115.7,-2.8,0.0,-19.2
Cc1cc(NC(=O)CSCC(=O)OCc2nnc(-c3ccc(F)cc3)o2)no1,1.1,2.1,-4.7,5.6,-14.0,-24.0,/,-5.4
COc1ccccc1CN1CC(C(=O)NCc2c(F)ccc(C)c2F)CCC1=O (centres undefined),-2.6,50.8*,-4.5,2.1,-4.6,-8.7,/,-3.2
CNC(=O)C[C@@H]1CC[C@H]2[C@@H](COc3ccc(NC(=O)c4ccccc4Cl)cc3C(=O)N2C)O1,-3.6,12.4,-1.4,0.5,9.2,0.8,0.1,8.5
O=C(CC12CC3CC(CC(Br)(C3)C1)C2)NCc1ccccc1,-2.8,26.2,-2.1,-2.8,-12.5,-5.3,0.1,-13.2
CC1(C(=O)NCc2ccc3c(c2)OCO3)CCN1C(=O)CCc1ccc(Cl)cc1Cl (centres undefined),5.8,3.9,-4.4,1.1,-4.2,/,-0.1,2.7
CN(Cc1ccccc1)C(=O)CN1CCN(S(=O)(=O)c2ccccc2F)CC1,0.2,7.5,6.7,-4.2,-7.4,/,-0.1,-6.6
COCC(=O)N(C[C@H]1N[C@@H](CO)[C@@H]1c1ccc(C2=CCCC2)cc1)C(C)C,/,-3.8,-6.3,/,/,9.4,0.0,-0.9
Clc1ccc(CO/N=C2\CCCc3nonc32)c(Cl)c1,3.6,/,0.1,-3.1,-28.0,-1.7,/,-1.5
CCS(=O)(=O)N(C)C[C@@H]1OCc2ccccc2-c2c(n(C)c3ccccc23)C(=O)N([C@H](C)CO)C[C@@H]1C,0.4&-0.7,/,/,-3.7&10.6,4.2&-1.9,/,-5.2,/
CCCCC[C@H]1CCCCC[C@H](O)C[C@H](O)[C@@H](O)/C=C/C(=O)O1,1.2,/,/,5.4,7.5,/,1.7,/
Cc1cc(NC(=O)CSc2nnc(C)c(=O)n2N)no1,0.6,/,-6.6,2.1,-1.2,-1.6,0.2,-7.7
Clc1ccc(-c2nnc(-c3ccc(Br)o3)o2)c(Cl)c1,/,37.8,2.4,/,/,0.3,/,11.7
Cc1cc(C)c(S(=O)(=O)NCC2CCC(C(=O)NCCCN3CCOCC3)CC2)c(C)c1 (centres undefined),/,3.1,-0.7,/,/,-0.4,/,3.6
CCC(CC)NCC(O)COc1ccc(Br)cc1 (centres undefined),-0.7,/,/,-6.1,-15.4,-2.6,3.4,/
COc1ccc(-n2c(SCC(=O)N3CCOCC3)nc3ccccc3c2=O)cc1,-0.3,-8.6,-0.8,1.2,-7.5,-0.6,0.0,21.5
CCOc1ccc(NC(=O)COc2ccc(S(=O)(=O)N3CCCC3)cc2)cc1,-0.9,-1.4,1.1,1.8,8.1,/,-0.2,6.0
O=C(Cc1ccccc1)Nc1c(C(=O)N2CCOCC2)cnn1-c1ccccc1,-2.9,0.7,3.2,-0.8,4.6,-7.2,/,6.1
Cc1ccc(-c2nc(CSCC(=O)N3CCCC3)c(C)o2)cc1,/,14.6,3.4,/,/,0.8,/,-14.6
O=C1OCCOC2CCCc3oc(C4=CCCCC4)c1c32 (centres undefined),0.2,/,/,4.1,1.0,/,-0.1,/
CC(=O)c1cc(F)ccc1OCC(=O)N1CCN(c2ccc(F)cc2)CC1,1.2,/,/,-0.3,-19.2,5.3,-0.4,/
